# Screening results deposited in PubChem by several laboratories.
# m5-HT2A agonist: mouse HTR2A agonism via beta-arrestin recruitment | CHO-K1 mHTR2A beta-arrestin complementation, luminescence; percent of 30 µM serotonin response | activation, % at 7.6 µM | 360,000 tested, 0.66% active | AID 624169;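 active = activation above a run cutoff, the mean activation of all tested compounds plus 3 SD, cut at about 14% in these data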;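 note: 0% = plate median of compound wells and 100% = 30 µM serotonin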
# NOD2 RIPK2 PPI: inhibitors of human NOD2-RIPK2 interaction. AID 624267. inhibition, % at 4.98 µM. 360,000 tested, 0.38% active. CHO BLA complementation NOD2-RIPK2, CCF4 ratio; in the data active = inhibition above about 21%;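 note: 0% = vehicle only and 100% = reference blocker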
# N-glyco inh: N-linked glycosylation inhibition; reporter increase, % at 12.5 µM; 360,000 tested, 0.23% active; AID 588692; D54 ERlucT glycosylation luciferase reporter, 24 h; percent of 100 nM tunicamycin response;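 active = mean luciferase reporter signal, scaled so untreated is 0 and the glycosylation-blocking control 100, at or above a set limit in every replicate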;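 note: luciferase carries N-glycosylation sites so blocking glycosylation raises the light; 0% = median of neutral control wells and 100% = median of 100 nM tunicamycin wells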
# ABCB6 inh MLPCN: human ABCB6 transporter inhibition. Q9NP58. K562-ABCB6 porphyrin accumulation, flow cytometry, 1 h; active compounds read low. fluorescence ratio to DMSO, % at 10 µM. 360,000 tested, 0.19% active. AID 602162;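 active = fluorescence ratio to DMSO below 75%, the collection mean minus 3 SD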;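 note: signal is porphyrin accumulated inside mitochondria; 100% equals median channel fluorescence of DMSO control wells; lower ratio means ABCB6 inhibition with less porphyrin fluorescence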
# MC4R ag barr: human MC4R agonism via beta-arrestin | P32245 | U2OS MC4R beta-arrestin complementation, luminescence; percent of melanotan II response, DMSO zero | activation, % at 8.9 µM | 360,000 tested, 0.98% active | AID 540308;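 active = activation above a per-plate cutoff, the mean activation of sample wells on that plate plus 3 SD, cut at about 8% in these data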
# SRC2 inh: inhibits human steroid receptor coactivator 2. Q15596. HEK293 GAL4-SRC2 luciferase reporter, luminescence. inhibition, % at 9 µM. 370,000 tested, 0.17% active. AID 651957;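 active = inhibition above the mean inhibition of all tested compounds plus 3 SD, set per campaign, cut at about 52% in these data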;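 note: 0% = DMSO treated cells and 100% = cells given Gossypol at 36 µM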
# H9c2 protect: modulators protecting cardiomyocytes from myocardial damage; H9c2 cardiomyocytes, H2O2 injury protection, ATPLite, 2 h; AID 588492; 360,000 tested, 0.63% active; protection from H2O2 cell death, % at 20 µM;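 active = compounds giving at least 50% protection of heart cells from peroxide-induced death in the single-dose screen, raw or plate-pattern-corrected value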;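 note: 0% = DMSO wells with peroxide and 100% = DMSO wells without peroxide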
# ABHD5-PLIN5 inh: blocks binding of human ABHD5 to perilipin-5 | inhibition, % at 4 µM | Split G. princeps luciferase complementation, luminescence, 4 h | Q00G26+Q8WTS1 | AID 602281 | 360,000 tested, 0.78% active;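 active = inhibition above the mean inhibition across every tested compound plus 3 SD, cut at about 22% in these data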;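 note: 0% = DMSO only wells and the 100% control is not disclosed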
# MC4R antagonist: antagonists of human melanocortin 4 receptor (MC4R); inhibition, % at 6.5 µM; MC4R-expressing cells, MTII-stimulated cAMP, LANCE TR-FRET; 360,000 tested, 0.48% active; AID 540295; P32245;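 active = inhibition above its plate's cutoff, the mean of tested wells on that plate plus 3 SD, cut at about 29% in these data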;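 note: 0% = Melanotan II alone and 100% = Melanotan II plus saturating MCL0020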
#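 System: U2OS-MC4R stable cell line; Technique: Eu-cAMP/anti-cAMP TR-FRET, emission 671 nm; Repeats: single well per compound; Also added: Melanotan II; Dosing: one concentration, 6.5 µM nominal; Schedule: 30-min compound, 1-h challenge, 1-h detection, room temperature.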
# TLR9-MyD88 block: inhibitors of human TLR9-MyD88 binding | Q9NR96+Q99836 | CHO BLA complementation TLR9-MyD88, CCF4 FRET ratio | inhibition, % at 4.98 µM | 340,000 tested, 0.21% active | AID 504734;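 active = inhibition above the mean over all tested compounds plus 3 SD, cut at about 21% in these data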;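 note: 0% = DMSO only wells and 100% = clavulanate BLA inhibitor control wells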
# Target sequence (Q99836 whole entry, looked up): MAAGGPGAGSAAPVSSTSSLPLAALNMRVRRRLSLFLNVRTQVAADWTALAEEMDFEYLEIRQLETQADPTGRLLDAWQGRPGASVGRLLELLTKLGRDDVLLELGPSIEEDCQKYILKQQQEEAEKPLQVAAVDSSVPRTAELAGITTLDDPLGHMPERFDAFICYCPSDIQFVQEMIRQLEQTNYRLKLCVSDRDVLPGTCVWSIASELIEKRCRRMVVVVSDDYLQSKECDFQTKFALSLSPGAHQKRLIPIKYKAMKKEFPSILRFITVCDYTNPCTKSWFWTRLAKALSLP
# Target sequence (Q9NR96 whole entry, looked up): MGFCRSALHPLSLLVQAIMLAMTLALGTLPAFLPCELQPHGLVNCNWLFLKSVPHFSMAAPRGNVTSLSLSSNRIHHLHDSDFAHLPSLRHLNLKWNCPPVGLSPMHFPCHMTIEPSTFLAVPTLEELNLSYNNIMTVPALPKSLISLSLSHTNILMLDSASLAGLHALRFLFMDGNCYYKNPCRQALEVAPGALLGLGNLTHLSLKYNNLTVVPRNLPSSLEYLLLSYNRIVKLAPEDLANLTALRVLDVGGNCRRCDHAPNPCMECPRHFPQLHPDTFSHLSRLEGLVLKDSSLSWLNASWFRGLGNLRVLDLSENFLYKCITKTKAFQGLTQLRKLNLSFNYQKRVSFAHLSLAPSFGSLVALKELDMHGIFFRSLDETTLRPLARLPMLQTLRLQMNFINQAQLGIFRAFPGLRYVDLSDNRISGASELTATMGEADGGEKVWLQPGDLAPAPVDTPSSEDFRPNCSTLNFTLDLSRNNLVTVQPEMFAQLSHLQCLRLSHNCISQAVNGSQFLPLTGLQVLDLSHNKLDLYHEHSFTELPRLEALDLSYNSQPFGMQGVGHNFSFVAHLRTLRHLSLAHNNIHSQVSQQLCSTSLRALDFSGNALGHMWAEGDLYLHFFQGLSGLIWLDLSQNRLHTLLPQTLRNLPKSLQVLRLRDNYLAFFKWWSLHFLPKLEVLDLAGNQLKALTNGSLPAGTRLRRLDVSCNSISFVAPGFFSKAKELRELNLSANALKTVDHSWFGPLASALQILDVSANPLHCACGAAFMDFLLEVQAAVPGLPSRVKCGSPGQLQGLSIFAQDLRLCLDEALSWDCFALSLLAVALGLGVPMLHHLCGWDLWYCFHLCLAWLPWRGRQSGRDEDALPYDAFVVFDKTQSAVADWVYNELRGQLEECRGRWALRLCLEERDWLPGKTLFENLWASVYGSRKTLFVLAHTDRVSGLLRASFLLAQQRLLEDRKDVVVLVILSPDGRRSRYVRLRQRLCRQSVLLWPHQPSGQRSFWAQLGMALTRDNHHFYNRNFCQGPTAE
# Starred values were filed as active, the others as inactive; · = not tested or not shown.
SMILES,m5-HT2A agonist,NOD2 RIPK2 PPI,N-glyco inh,ABCB6 inh MLPCN,MC4R ag barr,SRC2 inh,H9c2 protect,ABHD5-PLIN5 inh,MC4R antagonist,TLR9-MyD88 block
C=CCn1c(-c2ccc(S(=O)(=O)N3CCOCC3)cc2)csc1=Nc1ccccc1,0,-2,-4,119,2.2,14,-22,-3,12,-10
CN1CCN(C(=O)C2CCN(S(=O)(=O)c3ccc4c(c3)oc(=O)n4C)CC2)CC1,2,-11,0,101,-0.1,6,8,-4,13,-8
CCOC(=O)c1[nH]c(C)c(CN(CCc2ccccc2)C(=O)CCC(=O)O)c1C,0,-6,1,86,-1.2,-13,9,-1,11,3
O=C(O)C1CCCN1S(=O)(=O)c1cc(Cl)ccc1Cl (configuration not stated),-1,4,1,95,0.2,6,3,-2,0,2
CCCCC[C@H](C)N1C[C@@H](COCc2ccccc2)Oc2cc(N3CC[C@@H](N(C)C)C3)ccc2S1(=O)=O,-3,-12,·,99,·,10,·,12,·,·
Cc1csc(NC(=O)CSc2nnc(-c3ccco3)n2C)n1,8,-6,3,91,0.7,-4,6,6,0,1
COc1ccc(CCNC(=O)C(=O)NCC2OCCN2C(=O)c2ccc(Cl)cc2)cc1OC (configuration not stated),3,-1,·,99,-3.1,12,6,2,4,-6
O=C(Nc1c2c(nc3ccccc13)CCCC2)c1ccccc1Br,-3,4,-2,95,0.4,1,8,-1,-1,-7
CC(C)(C)OC(=O)NCCC(=O)N/N=C/c1ccc2ncccc2c1,-1,-5,2,99,-2.0,5,-6,1,1,1
CCOC(=O)C1(Cc2ccc(OC)cc2)CCN(C(=O)CN2CCOC2=O)CC1,0,-4,1,96,-3.0,4,-5,-5,20,-4
CC1(C)CC(O)C(C)(C)N1O (configuration not stated),2,-10,1,89,0.2,4,2,7,3,1
C=CCn1c(=N)n(CC(=O)OC)c2ccccc21,-4,-11,1,90,-0.9,-37,2,18,0,4
NC12CC3CC(C1)CC(CO)(C3)O2,3,-4,0,96,-2.1,-2,12,3,10,0
Cc1ccc(NC(=O)CSc2nc(=O)n(CCCN3CCOCC3)c3c2CCCC3)cc1,-7,-5,-3,97,0.5,8,-1,7,-1,2
COC(=O)c1cc(OC)c(OC)cc1NC(=O)c1ccc(OC)c(OC)c1,-2,-2,4,95,-0.9,5,52*,-3,12,1
O=[N+]([O-])c1ccccc1S(=O)(=O)N1CCN(CC2CC=CCC2)CC1 (configuration not stated),-6,-6,-1,99,-1.6,-5,-10,1,2,5
COc1cccc(C(=O)NC2CCCC2)c1,6,7,1,98,0.3,-2,-2,4,5,0
Oc1ccc(C2Nc3cccc4cccc(c34)N2)cc1,2,1,3,104,-1.1,-18,-11,1,-2,-6
N#CC1(Nc2ccc([N+](=O)[O-])cc2)CCCC1,5,-19,1,100,0.1,6,-2,-9,4,-2
CCOC(=O)c1c(NC(=O)C2CCCN(S(=O)(=O)c3ccc(C)cc3)C2)sc2c1CCCC2 (configuration not stated),0,3,0,110,2.9,3,-8,1,14,-1

# Full records, looked up by structure. Order of screens: m5-HT2A agonist, NOD2 RIPK2 PPI, N-glyco inh, ABCB6 inh MLPCN, MC4R ag barr, SRC2 inh, H9c2 protect, ABHD5-PLIN5 inh, MC4R antagonist, TLR9-MyD88 block
# Oc1ccc(C2Nc3cccc4cccc(c34)N2)cc1 reads 2, 1, 3, 104, -1.1, -18, -11, 1, -2, -6
# C=CCn1c(-c2ccc(S(=O)(=O)N3CCOCC3)cc2)csc1=Nc1ccccc1 reads 0, -2, -4, 119, 2.2, 14, -22, -3, 12, -10

# (cont.)
SMILES,m5-HT2A agonist,NOD2 RIPK2 PPI,N-glyco inh,ABCB6 inh MLPCN,MC4R ag barr,SRC2 inh,H9c2 protect,ABHD5-PLIN5 inh,MC4R antagonist,TLR9-MyD88 block
Cc1ccc(C2=NNC(C(O)C(O)C(O)CO)S2)cc1 (configuration not stated),3,-12,0,101,1.3,-20,-3,0,4,6
COc1ccc(S(=O)(=O)N(C)CC(=O)N2CCC(C)CC2)cc1Cl,-1,-5,0,90,2.1,-2,2,-3,0,-9
CCCC[C@@H]1C=C(C(=O)O)[C@H](c2ccc3c(c2)OCO3)N1S(=O)(=O)c1ccc(C)cc1,16*,-8,0,99,1.3,3,-7,-6,5,-3
CCCCCN(C(=O)CCC(=O)OCc1cccc(F)c1)c1c(N)n(CCCC)c(=O)[nH]c1=O,14,-8,-1,101,-2.3,1,5,5,4,5
CCc1nc(CN2CCN(c3cc(C(F)(F)F)ccn3)CC2)c(C)[nH]1,1,-8,5,99,0.5,8,-9,4,21,·
COc1cc2ccccc2cc1C(=O)OCC(=O)NC1CCS(=O)(=O)C1 (configuration not stated),2,10,0,96,0.9,-8,-2,-10,11,1
C[C@@H]1CN([C@@H](C)CO)C(=O)c2cc(Br)cnc2O[C@@H]1CN(C)Cc1ccc(Oc2ccccc2)cc1,-2,11,-2,96,-0.3,0,-2,0,-1,-6
Cc1ccc(NC(=O)C(SCC(=O)O)c2ccccc2)cc1C (configuration not stated),-2,-1,2,95,-1.4,-8,-6,-4,-1,-7
O=C(c1ccco1)N1CCN(C(=O)c2snc3ccc(Cl)cc23)CC1,-5,-14,0,89,-1.4,8,14,-1,3,-5
Cc1onc(-c2ccccc2)c1C(=O)NN1CCOCC1,-2,6,-2,87,-2.8,-7,6,-4,-3,2
COc1ccc(C(=O)C[n+]2ccc(-c3nnc4n3CCCCC4)cc2)cc1,-1,-1,0,113,-0.3,-26,-3,0,-1,3
COc1ccc(C(=O)N2CC(=O)N(CCc3ccccc3)C(=O)C2)cc1OC,-6,-5,1,96,-0.4,19,1,1,1,3
COc1ccccc1NC(=O)c1ccc(NC(=O)CN(C)Cc2ccccc2F)cc1,0,0,-8,97,0.8,-16,1,3,7,9
C=CCNC1=C(Cl)C(=O)N(c2cccc(Cl)c2Cl)C1=O,-6,22*,3,88,0.5,-12,5,-2,-3,6
c1ccc(-c2ccccc2OCCn2cncn2)cc1,-5,-2,1,104,0.3,14,0,0,19,-1
CC(C)n1c(SCC(=O)Nc2nncs2)nnc1C1CC1,-1,-8,2,93,-2.1,-4,10,-4,-4,3
COc1cc(C#N)ccc1OC(=O)Cc1cc(OC)c(OC)c(OC)c1,-3,-14,1,101,1.7,-5,0,-4,10,-7
COc1cc(S(=O)(=O)N2CCOCC2)cc(C(=O)c2nccn2C)c1OC,1,-16,0,97,0.4,6,0,-2,12,-2
CCCOc1ccccc1C1NC(=O)NC(C)=C1C(=O)OCCOCC (configuration not stated),5,-5,0,93,0.7,-26,-1,-1,-3,-7
Cc1ccc(CCC(=O)NCc2ccccc2)o1,-1,4,-1,103,-1.5,-9,4,2,7,10
CC1CC(C)CN(S(=O)(=O)CCNC(=O)c2ccccc2)C1 (configuration not stated),-5,-2,1,97,-3.7,-26,9,5,8,3
CCOC(=O)C1CCN(C(=O)Nc2cc(Cl)cc(Cl)c2)CC1,8,7,0,91,-0.7,8,-7,4,8,0
COC(=O)c1cc(C(=O)NCc2ccccc2)c(=O)[nH]c1C,3,-9,4,108,0.0,0,4,4,30*,-3
CCOC(=O)C1CCCN(C(=O)C2(c3ccc(Cl)cc3)CCCC2)CC1 (configuration not stated),2,-6,-3,105,1.8,17,6,7,-1,·
O=C(NC(=S)Nc1ccccn1)c1ccc([N+](=O)[O-])cc1,-2,7,2,97,-0.8,-61,-14,-2,7,8
CC(=O)n1nc(-c2ccc(Cl)cc2)nc1NCc1ccco1,-2,1,11,101,-0.6,11,2,2,-1,-4
COc1ccc(-c2ocnc2C(=O)N2CCN(C(=O)C(c3ccccc3)c3ccccc3)CC2)cc1,-3,-4,-5,98,-0.2,-9,-3,-7,17,0
CCCCc1ccc(NC(=S)N2CCN(C)CC2)cc1,4,3,2,96,-1.0,-5,2,-12,-4,-7
CC1CCCCC1NC(=O)C1CCN(S(=O)(=O)N2CCCCCC2)CC1 (configuration not stated),0,-11,0,105,-1.3,0,0,3,8,-2
Nc1nc2n(c1C(=O)c1ccccc1)CCC2,4,-10,-3,98,0.7,2,10,4,-6,-3
O=C(COC(=O)C(O)c1ccccc1)c1ccc2c(c1)OCCO2 (configuration not stated),0,-12,0,95,-1.6,-24,-4,-3,-5,3
O=S1(=O)CCN(CCCCc2ccccc2)CC1,1,-14,1,100,-1.2,-30,1,-5,3,-2
CCC(NC(=O)/C(=C\c1ccc2c(c1)OCO2)NC(C)=O)C(=O)O (configuration not stated),9,-8,2,103,0.2,-7,15,-2,2,1
CSc1cccc(NC(=S)NC(=O)c2cccnc2)c1,5,-10,1,103,-2.3,-4,-2,1,18,3
Cc1ccc(OCC(O)CN2CCC(Cc3ccccc3)CC2)c(C)c1 (configuration not stated),-13,-4,-1,100,4.7,-5,-8,-2,2,-4
Cc1cc2nc3n(c2cc1C)CC1CC(C(=O)NCCc2cccs2)N(C)C31 (configuration not stated),4,3,0,99,-0.1,4,9,3,7,3
O=C(O)CCOc1ccc2c(c1)OCCO2,0,-4,2,98,-1.8,-1,-4,0,8,-14
O=C(O)c1nc(Cl)c(Cl)c(N/N=C/c2ccccc2C(F)(F)F)c1Cl,-14,-13,-1,100,1.8,8,-3,-6,8,-11
Cc1cc(C)n(CC(=O)NNC(=O)COc2ccc(Br)cc2F)n1,-5,-10,2,98,-0.4,4,7,7,15,-2
CCSc1nc(-c2ccc(OC)cc2)n(-c2nc3ccccc3s2)n1,0,0,-2,98,-1.4,-12,-4,1,2,-2
CNC1(C)[C@H]2CC[C@H](C2)C1(C)C (some centres not stated),-4,-4,1,105,-0.6,9,-4,10,3,-9
CS(=O)(=O)N(CC(=O)NC1CC2CCC1C2)c1ccc(Oc2ccccc2)cc1 (configuration not stated),3,0,-3,94,1.9,6,-6,-4,11,·
O=C(CN1CCN(Cc2ccc3c(c2)OCO3)CC1)Nc1ccc2c(c1)OCO2,-4,-3,0,100,-1.3,-23,8,0,2,-3
Cc1ccc(Cl)cc1N1CCN(C(=O)Cc2csc(Nc3nc(=S)[nH]c4ccccc34)n2)CC1,6,3,2,93,4.3,-4,12,0,15,-8
Brc1ccccc1OCCCN1CCCC1,-8,-4,1,99,-0.8,-3,5,4,0,2
CCn1c(C)c(C(C)=O)c(SC)nc1=S,2,0,0,93,-0.2,-15,2,0,10,-2
CN(c1ccc(C(=O)Nc2cccnc2)cc1)S(=O)(=O)c1ccc(Cl)cc1,5,3,-2,101,-0.2,9,3,-3,7,-7
CCc1ccc(CN(C)C(=O)CCc2nc3ccccc3n(-c3ccc(OC)cc3)c2=O)cc1,7,7,-7,106,4.0,8,-31,1,27,-4
O=C(NC(=S)Nc1ccccc1O)c1ccccc1Cl,-1,-4,-2,107,-4.9,-59,-6,-3,-12,1
CCOC(=O)C(NC(=O)C1C(C)N1S(=O)(=O)c1ccc(C)cc1)C(=O)OCC (configuration not stated),16*,-2,1,89,-1.6,-24,-4,-1,6,-8
COc1cccc(-c2c(-c3cc(OC)cc(OC)c3)n(C)c3ccc(Br)cc23)c1,9,-10,-1,95,-1.6,-16,-4,-2,-1,1

# The list is partial (hit frequency here may not be typical).
